Pf apPOL inh: Pf-apPOL DNA polymerase inhibition. Recombinant Pf-apPOL, molecular beacon fluorescence, 1.5 h. inhibition, % at 10 µM. 210,000 compounds, 0.25% hits. AID 1794808
mHTT CaM bind: inhibitors of human mutant huntingtin-calmodulin interaction. P42858. AlphaScreen His-mHTT/GST-CaM binding, luminescence. inhibition, % at 15 µM. 190,000 compounds, 3.6% hits. AID 1671202;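 note: 0% = both proteins with DMSO and 100% = one protein alone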
Numbers without * were called inactive; i = inactive; . = no result given; & = joins results of further samples. Cut-off read from the data, not from the text of the source: active = inhibition above about 50%; inactive = the rest.

SMILES	Pf apPOL inh	mHTT CaM bind
CCCn1c(=O)c2c(nc3n2CC(C(C)(C)C)=NN3)n(C)c1=O	-10	-6
COc1ccc(C2=NN(C(=O)CCCC(=O)O)C(c3cc4ccc(C)cc4nc3Cl)C2)cc1 (stereo not given)	3	4
Cc1ccc2[nH]cc(CCN3CC(C(=O)Nc4cccc(C)c4C)CC3=O)c2c1 (stereo not given)	-2	31
Cc1[nH]nc(-c2cccc(Cl)c2)c1NC(=O)C1CCCC1	0	20
CCC(=O)N1CCN(c2nc(C)nc(CC)c2Cc2ccccc2F)CC1	-2	8
COc1ccc(C(=O)NCC2OCCc3ccccc32)cc1OC (stereo not given)	0	2
O=C1CC(NCc2ccc3c(c2)OCO3)C(=O)N1c1cccc(Br)c1 (stereo not given)	0&-1	3&11
CC1=C(C(N)=O)C(c2ccccc2[N+](=O)[O-])n2ncnc2N1 (stereo not given)	-4	1
CCOc1cccc(CN2CCCC2c2cc(C(C)C)on2)c1O (stereo not given)	-30	-5
Clc1ccc(OCCSc2nc3ccc(Br)cc3[nH]2)cc1	.	3
CCOC(=O)c1ccc(NC(=O)C2CCCN(S(C)(=O)=O)C2)cc1 (stereo not given)	-3	-14
COc1ccc2c(c1)-c1onc(C(=O)N3CCSCC3)c1CC2	-2	-12
COc1cccc(OC)c1OCC(O)CN1CCN(c2ccccc2)CC1 (stereo not given)	-5	-2
CCn1c2ccccc2c2cc(CN3CCC(O)CC3)ccc21	0	2
CCOc1ccc(NC(=O)c2cc(OC)nc3ccccc23)cc1	-13	5
Cc1ccc(NC(=O)C2CC(=O)N(CCc3c[nH]c4ccc(Cl)cc34)C2)cc1C (stereo not given)	-2	100*
O=C(NCc1ccc(F)cc1)c1ccc2c(cnn2CC(=O)N2CCCCCC2)c1	-5	8
O=c1oc(-c2cc([N+](=O)[O-])ccc2Cl)nc2cc(Cl)ccc12	-5	-1
N=c1oc2c(Cl)cc(Cl)cc2cc1C(=O)Nc1ccccc1	-2	12
Cc1oc2c(c1C(=O)O)C(=O)c1ccccc1C2=O	-6	-3
Cc1nnc(NC(=O)c2ccc(S(=O)(=O)N(C)C)cc2)o1	-2	21
COCCN(CCOC)Cc1c(O)cc(C)c2c1OC(=Cc1cccnc1)C2=O	-6	10
O=C(Nc1ccc(N2CCN(c3ccccc3)C2=O)nc1)c1cccc(Cl)c1	-1	-8
O=C(Cc1ccsc1)N1CCC(c2nc(-c3ccccc3)n[nH]2)CC1	0	31
CCCCN(CCCC)S(=O)(=O)c1cc(Br)cc2c1N(C(=O)C1CC1)CC2	-4	-18

The final four records of the part before open the next one:
SMILES	Pf apPOL inh	mHTT CaM bind
COCCN(CCOC)Cc1c(O)cc(C)c2c1OC(=Cc1cccnc1)C2=O	-6	10
O=C(Nc1ccc(N2CCN(c3ccccc3)C2=O)nc1)c1cccc(Cl)c1	-1	-8
O=C(Cc1ccsc1)N1CCC(c2nc(-c3ccccc3)n[nH]2)CC1	0	31
CCCCN(CCCC)S(=O)(=O)c1cc(Br)cc2c1N(C(=O)C1CC1)CC2	-4	-18
Nc1cccc(N=Cc2nc(-c3ccccc3Br)oc2O)n1	2	1
Cc1ccccc1CNC(=O)C1(C)CCCN(S(=O)(=O)c2cccc3nsnc23)C1 (stereo not given)	-6	8
N#CC1=C(N)N(c2ccc(Br)cc2F)C2=C(C(=O)CCC2)C1c1cccs1 (stereo not given)	0	54*
COc1ccc(OC)c(NC(=O)CCN2CCCC(C)C2)c1 (stereo not given)	-2	1
O=S(=O)(Cc1nc(-c2ccccc2)no1)c1ccc(Cl)cc1	-3	-12
COc1cc(NC(=O)c2sc3nc(C)nc(N4CCCCC4C)c3c2C)cc(OC)c1OC (stereo not given)	6	18
COc1ccc(-c2ncccc2CNC(=O)c2ccc(C)cc2)cc1	-6	-1
CC(C)C(=O)N1CCC(COc2ccc(C(=O)N3CCOCC3)cc2)CC1	-2	4
O=C(c1c(F)cccc1F)N1CCc2nc(-c3ccc(Cl)cc3)ncc2C1	-3	-1
COc1ccc(OC)c(COCC(O)CN2CCC(C)CC2)c1 (stereo not given)	-8	-9
CCCCS(=O)(=O)N1CN(S(=O)(=O)CCCC)C2NC(=O)NC21 (stereo not given)	5	-2
CC(Sc1ccc(Cl)cc1)C(=O)Nc1ccc(F)cc1F (stereo not given)	-3	-37
O=c1oc2cc([N+](=O)[O-])ccc2nc1C=C(O)c1cccc(Br)c1	-12	33
CC(C)CNC(=O)c1ccc(-c2cccnc2)nc1	-4	-6
Cc1ccc([N+](=O)[O-])cc1NC(=O)CN1C(=O)c2ccccc2C1=O	-6	0
CCc1csc2nc(C)c(NC(=O)c3ccc(F)cc3)c(=O)n12	-4	-3
CCCCC(CC)C(=O)Nc1cc(OC)c(NC(=O)c2ccccc2)cc1OC (stereo not given)	-3	11
COc1cccc(-c2cn3c(n2)N(C(=O)Cc2ccsc2)CCC3)c1	-3	16
O=C(CCc1ccc2[nH]ccc2c1)NCc1ccc(Cl)cc1	-5	7
CCOC(=O)c1sc(NC(=O)CS(=O)(=O)c2ccccc2)cc1C	1	-13
Cc1ccc(-c2cc(C(=O)Nc3ccc(S(N)(=O)=O)cc3)c3ccccc3n2)s1	-2	18
CCC(=O)NCc1csc(C2CCN(C(=O)c3cccc(F)c3)CC2)n1	-3	-2
Cc1cccc(CNC(=O)C2CCc3sc(C(=O)N(C)C)cc3C2)c1 (stereo not given)	-5	3
COCC(=O)N1CCCC(c2ccnc(-c3ccc(F)cc3)n2)C1 (stereo not given)	-9	1
CS(=O)(=O)Nc1ccc(CC(=O)NC2CC2)cc1	-1	-9

2 entries from above in a different format:
COc1ccc(OC)c(NC(=O)CCN2CCCC(C)C2)c1 (stereo not given)
  Pf apPOL inh = -2
  mHTT CaM bind = 1
O=S(=O)(Cc1nc(-c2ccccc2)no1)c1ccc(Cl)cc1
  Pf apPOL inh = -3
  mHTT CaM bind = -12

Other records follow.
SMILES	Pf apPOL inh	mHTT CaM bind
CC(C)(C)c1ccccc1OCC(=O)Nc1ccccc1C(N)=O	-2	11
CC(=O)Nc1ccc(S(=O)(=O)N2CCN(c3ccc([N+](=O)[O-])cc3Cl)CC2)cc1	0	19
O=C(CSc1nc2cc(Cl)ccc2s1)Nc1ccc(C(=O)O)cc1	-1	-1
Cc1ccc(C=c2sc3nc(=O)c(Cc4ccccc4Cl)nn3c2=O)o1	13	-1
Cc1ccc(NC(=O)N2CCN(CC(=O)N3CCN(c4ccccc4)CC3)C(=O)C2)cc1	1	14
O=C(NC(=O)c1ccc(Cl)cc1)Nc1ccc(Br)cn1	1	-2
COc1ncc(C(=O)Nc2ccccc2)c(C)n1	-1	-4
Cc1ccc([N+](=O)[O-])cc1NC(=O)C(=O)NCc1ccco1	19	0
Cc1noc(C)c1C1CCCN1C(=O)c1cc(-c2ccc(F)cc2)on1 (stereo not given)	2	-4
c1ccc2c(c1)Nc1nc3ccccc3nc1S2	4	-18
COc1ccc2c(c1)OC(=Cc1cccnc1)C2=O	-3	28
CCCCNc1cc(C(=O)O)cc(S(N)(=O)=O)c1Oc1ccccc1	-6	.
Cc1ccc(NC(=O)Cn2c(C)nc3c(c2=O)CCN(Cc2ccccc2)C3)cc1	5	5
Cn1c(=O)c2c(nc(Sc3ncnn3CC(=O)N3CCOCC3)n2C)n(C)c1=O	-6	0
Cc1cc(O)c(CN(C)C)c2c1C(=O)C(=Cc1ccccc1F)O2	-1	7
C=CCOc1ccccc1/C=c1\sc2nc(=O)c(Cc3ccccc3)nn2c1=O	5	38
CCc1nnc(N2C(=O)c3ccc(C(=O)c4ccc(C(=O)O)cc4)cc3C2=O)s1	-4	0
OCCNC(=S)Nc1ccc2c(c1)OCCO2	3	.
Cc1ccc(-c2cc3n(n2)CCCN(C(=O)c2ccccn2)C3)cc1	0	15
Cc1csc(-c2ccc(N3CCN(C(=O)c4ccccc4C)CC3)nc2)n1	-7	-4
CN(Cc1cn(Cc2ccc(F)cc2)nn1)C1CN(Cc2cn(Cc3ccc(F)cc3)nn2)S(=O)(=O)C1 (stereo not given)	-3	21
Cc1cccc(C(=O)O/N=C(\N)c2cccnc2)c1	0	i
N#Cc1ccccc1NC(=O)c1ccc(N2C(=O)c3ccccc3C2=O)cc1	3	-8
O=C(CCn1ccc(=O)[nH]c1=O)Nc1cccc(-c2csc(-c3ccccc3)n2)c1	-5	33
O=C(CCC1CCCCC1)Nc1c[nH]c(=O)[nH]c1=O	-3	2

An excerpt from above in order of molar mass, ascending.
SMILES	Pf apPOL inh	mHTT CaM bind
Cc1ccc(C=c2sc3nc(=O)c(Cc4ccccc4Cl)nn3c2=O)o1	13	-1
Cc1ccc(NC(=O)N2CCN(CC(=O)N3CCN(c4ccccc4)CC3)C(=O)C2)cc1	1	14
CN(Cc1cn(Cc2ccc(F)cc2)nn1)C1CN(Cc2cn(Cc3ccc(F)cc3)nn2)S(=O)(=O)C1 (stereo not given)	-3	21

(listing goes on)
SMILES	Pf apPOL inh	mHTT CaM bind
CSc1nc2ccc(NC(=O)CSc3ccccn3)cc2s1	-4	1
O=C(Nc1c(C(=O)Nc2ccccc2Cl)cnn1-c1ccccc1)c1cccs1	5	22
O=C(NCCc1cccnc1)C1CCc2sc(C(=O)N3CCCC3)cc2C1 (stereo not given)	-6	3
CC(NC=C1C(=O)OC(C)(C)OC1=O)C(=O)Nc1ccc([N+](=O)[O-])cc1 (stereo not given)	1	1
COc1nccnc1N1CCC(N(C)C(=O)Cc2ccccc2)C1 (stereo not given)	-1	0
CCc1cc(C2CCCN2C(=O)Nc2cccc(Cl)c2C)on1 (stereo not given)	-1	3
Cc1cc(C)nc(SCc2nc3ccccc3[nH]2)n1	-2	19
Cc1nc([N+](=O)[O-])c(N2CCOCC2)n1Cc1ccccc1	-5	-3
O=c1cn[nH]c(=S)n1/N=C/c1c(Cl)ccc(Cl)c1Cl	.	i
CC(C(=O)NCc1ccccn1)N1CCN(c2ccc(Cl)cc2)CC1 (stereo not given)	-6	21
COc1ccc(C(=O)Nc2ccc(S(=O)(=O)N3CCOCC3)cc2)cc1[N+](=O)[O-]	1	-4
CCOc1ccc(C(=O)N2CCCN(c3ncccc3-c3nc(C(C)C)no3)CC2)cc1	-3	3
O=C(NCCc1ccc(Cl)cc1)C(=O)Nc1nccs1	-6&-9	-8&-2
Fc1ccccc1C1C2=C(Nc3ncnn31)c1ccccc1OC2c1ccccc1 (stereo not given)	4	2
CC(C)CNC(=O)C1CC(=O)N(Cc2ccccc2F)C1 (stereo not given)	-4	-5
CN(Cc1ccccc1)S(=O)(=O)c1ccc(F)c(C(=O)Nc2ccc(Cl)c(Cl)c2)c1	-5	3
CCNc1cc(N2CCC(CCC(=O)NCc3cccc(Cl)c3)CC2)ncn1	-2	5
O=C(CN1CCC(C(=O)O)CC1)Nc1ccccc1Oc1ccccc1	-4	.
O=C(NC1CCCCC1)c1cnn2c(C(F)(F)F)cc(-c3ccccc3)nc12	-11	6
O=C(O)CC1NC(=O)C(Cc2ccccc2)NC1=O (stereo not given)	-1&-10	-5
COc1ccccc1OCC(=O)NCC1(O)CCCC1	-2	-2
CCn1c(=N)c(C(=O)NCCN2CCOCC2)cc2c(=O)n3ccccc3nc21	-2	-1
O=S(=O)(NN1CCOCC1)c1cc(S(=O)(=O)c2ccccc2)cs1	-7	.
COc1ccc(CN2CCc3nc(N4CCN(c5ccccn5)CC4)ncc3C2)c(OC)c1	0	37
Cc1cc(OCC(O)CNC2CCCC2)ccc1C(C)C (stereo not given)	-2	-2
(further entries)
SMILES	Pf apPOL inh	mHTT CaM bind
O=C(NC1CC1)C1CC(=O)N(c2ccc3c(c2)CCN3C(=O)C2CCC2)C1 (stereo not given)	2	7
CCCN1CCn2cc(C(=O)NC(C)c3ccccc3)nc2C1 (stereo not given)	-8	23
COc1ccccc1C1C=C(c2ccc(Br)cc2)Nc2ncnn21 (stereo not given)	-8	41
COc1ccc(-n2nc(C(=O)NCC(=O)Nc3cnc4ccccc4c3)c3ccccc3c2=O)cc1	1	28
Cc1ccc(N2C(=O)Nc3ccccc3N2O)cc1Cl	4	4
CCCc1ncc(C(O)(c2ccccc2)c2ccccc2)n1C	-3	8
COc1ccc(C2C(C(=O)c3ccco3)=C(O)C(=O)N2c2nnc(C)s2)cc1OC (stereo not given)	-4	1
Cc1ccc(S(=O)(=O)Nc2ccccn2)cc1C	2	0
COc1cccc(/C=C2\Cc3ccccc3C2=O)c1OC	-5	-2
CC1(C(=O)NC2CCCCCCC2)CCC(=O)N1Cc1ccccc1 (stereo not given)	4	-6
COc1cccc2c1OC1(C)CC2NC(=O)N1c1cccc(Br)c1 (stereo not given)	1	-7
COc1cn(CC(=O)N2CCCc3ccccc32)c(CSc2ncccn2)cc1=O	-2	5
COc1cc(CN2CCCCCCC2)cc([N+](=O)[O-])c1O	-6	5
COc1cc(C2=N/C(=C\c3coc4c(Cl)cc(Cl)cc4c3=O)C(=O)O2)cc(OC)c1OC	0	3
Cc1ccc(/C=N\n2c(C3CCCCC3)n[nH]c2=S)o1	.	i
CC(=O)N1CCN(C(=O)c2ccc(O)cc2)CC1	0	-11
COc1ccc(-c2coc3c4c(ccc3c2=O)OCN(C2CC(C)(C)NC(C)(C)C2)C4)cc1	-6	6
CCOC(=O)N1CCN(C(=O)/C(=C/c2ccc(OC)c(OC)c2)NC(=O)c2cccs2)CC1	-9	10
CC1(CO)CCCN1C(=O)c1ccc(Br)o1 (stereo not given)	0	-3
Cc1cc(C)c2c(N)nn(C)c2n1	-5&-3	.
CC(C)CCNC(=O)C1(C)CCC(=O)N1CCc1ccc(Cl)cc1 (stereo not given)	-1	-10
OCCc1c[nH]c2ccc(OCc3ccccc3)cc12	-5	17

Full records from above. Values in the order: Pf apPOL inh	mHTT CaM bind
`COc1ccccc1C1C=C(c2ccc(Br)cc2)Nc2ncnn21` (stereo not given) in the list: -8	41
`CC1(CO)CCCN1C(=O)c1ccc(Br)o1` (stereo not given) in the list: 0	-3
`Cc1cc(C)c2c(N)nn(C)c2n1` in the list: -5&-3	.
`COc1ccc(C2C(C(=O)c3ccco3)=C(O)C(=O)N2c2nnc(C)s2)cc1OC` (stereo not given) in the list: -4	1
